# Screens from PubChem.
# HCMV antiviral: inhibitors of human cytomegalovirus; HFF cells, HCMV-luciferase reporter, 72 h; active compounds read low; activity change, negative = inhibition, % at 57.5 µM; 4.5% of 410,000 active; AID 1259415; in the data active = activity change below about -60%; inconclusive = no clear call, values can overlap the other calls; inactive = above about -39%
#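 Two compound doses tested in HFFs infected with HCMV-luciferase, MOI 1 PFU/cell, 72 h at 37C. Lysate luminescence read with OneGlo; data normalized against buffer-only and 10uM Salinomycin inhibitor controls.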
# An asterisk follows results filed as active; ? = inconclusive. % is scaled to controls: 0 for no effect and ±100 for the full control effect. Not all compounds are listed; rates above refer to the full screens.
SMILES,HCMV antiviral
Nc1cc(S(=O)(=O)c2ccc(N3CCCCC3)c(N)c2)ccc1N1CCCCC1,?
COCC(=O)Nc1ccc2c(c1)[C@@H]1C[C@H](CC(=O)NCc3cccc(F)c3)O[C@@H](CO)[C@@H]1O2,0.8
COc1cccc(-c2cnc3c(NC=O)cc(-c4ccncc4)cn23)c1,10.6
C[C@@H]1CCCCO[C@@H](CN(C)C(=O)Cc2ccccc2)[C@@H](C)CN([C@H](C)CO)C(=O)c2cc(N(C)C)ccc2O1,12.4
CC1(C(=O)Nc2ccc3c(c2)OCCO3)CN(S(C)(=O)=O)CC(=O)N1CCc1ccc(O)cc1 (stereo not drawn),-7.5
Cc1ccc(C(=O)Nc2nnc([C@H]3C[C@H](O)[C@@H](CO)O3)s2)cc1,-4.7
O=C1CN(CN2CCCCC2)C(=O)CN1CN1CCCCC1,14.5
CCC(C(N)=O)N1C(=O)C2C3CCC(C3)C2C1=O (stereo not drawn),-11.2
C=CCCC(=O)N1C[C@H]2CON(C)[C@H]2C[C@H]1c1cccc(Oc2ccccc2)c1,-0.5
Cc1cc2nc(-c3ccccc3)c(Cc3ccsc3)n2c(C)c1Br,19.3
CC1(C(=O)NS(=O)(=O)c2cccc(C#N)c2)CCN1C(=O)Cc1ccc(Cl)cc1Cl (stereo not drawn),-21.8
O=C(NCCc1ccccc1)C1Cc2c(-c3ccc4c(c3)OCO4)ccnc2O1 (stereo not drawn),-35.1
CCCCNC(=O)c1nc(-c2cccs2)oc1-c1ccc(Cl)cc1,15.8
O=C(Cc1ccccc1)N1CC(=O)N2[C@@H](CO)[C@@H](c3ccc(Br)cc3)[C@@H]2C1,0.7
O=C(NCc1ccccc1)c1cc(C2COCCN2C(=O)C/C=C/c2ccccc2)on1 (stereo not drawn),0.7
CC1(C(=O)NS(=O)(=O)c2cccc(F)c2)CCN1C(=O)c1ccco1 (stereo not drawn),-5.3
c1ccc(COc2ccc(-c3cc4nc(NCCCn5ccnc5)ccn4n3)cc2)cc1,21.5
NC1=NC2OC(CO)C(O)C2O1 (stereo not drawn),-7.7
C[C@H](CO)N1C[C@H](C)[C@H](CN(C)C(=O)c2ccccc2)OCc2cnnn2CCCC1=O,7.0
CC1(C(=O)NCc2ccc(Cl)cc2)CCN1C(=O)Cc1ccc(Cl)cc1Cl (stereo not drawn),5.3
Cc1ccc(S(=O)(=O)N2C3CCCCC3O[C@H]2CC(=O)c2cccs2)cc1 (stereo partly drawn),18.5
Cc1ccc(C)c(CC(=O)N2CCCC(c3cc(C(=O)Nc4ccccc4Cl)no3)C2)c1 (stereo not drawn),-13.9
CC(C)C1C(=O)N(Cc2cn(CCC3OCCO3)nn2)CCS(=O)(=O)N1Cc1ccc(-c2ccncc2)cc1 (stereo not drawn),30.7
COc1cccc(CNc2nc3cc(-c4cccc(C(F)(F)F)c4)sc3c(=O)n2C)c1OC,-19.2
CC(=O)c1ccc(OCc2cn(CC(=O)c3ccc(O)cc3)nn2)c(C)c1,-12.1
O=C1c2ccccc2S(=O)N1c1cccc(F)c1 (stereo not drawn),11.4
CCc1noc2cc(-c3ccccc3)n(C)c(=O)c12,17.7
Fc1ccc(-c2nc3ccc(Br)cn3c2Cc2ccccc2)cc1,-6.5
CS(=O)(=O)c1cc(N2CCOCC2)ccc1CNC[C@H]1O[C@@H](n2cnc3c(=O)[nH]c(N)nc32)[C@H](O)[C@@H]1O,3.4
CCNC(=S)Nc1ccc2c(c1)c(=O)n(C)n2-c1cc(C)cc(C)c1,-24.2
CC(C)C1C(=O)N(Cc2cn(Cc3ccco3)nn2)CCS(=O)(=O)N1Cc1ccc(-c2ccc(F)nc2)cc1 (stereo not drawn),9.4
COc1ccc(CCN2C(=O)COc3ccccc3C2C(=O)NCc2ccccc2)cc1OC (stereo not drawn),4.0
Cc1nc(-c2ccc(OCC(C)C)c(C#N)c2)sc1C(=O)O,57.8
C[C@H](CO)N1C[C@H](C)[C@@H](CN(C)S(=O)(=O)c2ccc3ccccc3c2)OCc2cn(nn2)CCCC1=O,-24.9
CC1(c2nc3ccccc3[nH]2)CCC(=O)N1Cc1ccc(F)cc1 (stereo not drawn),6.5
CC(C)(C)c1ccc(CC(=O)N2CCC2(C)C(=O)NCc2cccc3ccccc23)cc1 (stereo not drawn),-24.3

# An excerpt of these results, with tabs.
compound	HCMV antiviral
C[C@H](CO)N1C[C@H](C)[C@@H](CN(C)S(=O)(=O)c2ccc3ccccc3c2)OCc2cn(nn2)CCCC1=O	-24.9
Cc1nc(-c2ccc(OCC(C)C)c(C#N)c2)sc1C(=O)O	57.8
CC(=O)c1ccc(OCc2cn(CC(=O)c3ccc(O)cc3)nn2)c(C)c1	-12.1
CCc1noc2cc(-c3ccccc3)n(C)c(=O)c12	17.7

# Later entries
SMILES,HCMV antiviral
COCCNc1nc(Nc2ccccc2Cl)c2sccc2n1,-30.4
COc1cccc(-c2cnc3c(c2)C(=O)N([C@H](C)CO)C[C@@H](C)[C@H](CN(C)C(=O)Nc2ccccc2F)O3)c1,-18.7
CC(=O)c1c(C)[nH]c(C(=O)OCC(=O)NC(C)c2ccccc2)c1C (stereo not drawn),12.8
CC(C)OC(=O)CC(=O)CC(O)c1cccc([N+](=O)[O-])c1 (stereo not drawn),-15.6
O=C(NCc1ccncc1)[C@@H]1CCCN1C(=O)[C@@H]1CCCN1C(=O)c1ccccc1,-4.1
COc1ccc(C=C(C(C)=O)C(=O)c2ccccc2)cc1,-21.0
CCOC(=O)C1=C(Nc2ccc(OC)cc2)C(N)=NC1=N,?
O=C(O)CCCN1C(=O)C2C3CCC(C3)C2C1=O (stereo not drawn),-21.6
CN(C)CCCNC(=O)OC1CC2CC1[C@H]1CCCCN1C2=O (stereo partly drawn),13.9
CSc1ccc(CNC(=O)C2(C)CCN2C(C)C)cc1 (stereo not drawn),-22.4
c1ccc(-c2cc3c(Nc4cccnc4)nccc3[nH]2)cc1,10.8
O=C(O)c1ccccc1NC(=O)C1CCN(S(=O)(=O)c2ccc3c(c2)OCCO3)CC1,-30.1

# Next section; the last 2 above are carried over.
SMILES,HCMV antiviral
c1ccc(-c2cc3c(Nc4cccnc4)nccc3[nH]2)cc1,10.8
O=C(O)c1ccccc1NC(=O)C1CCN(S(=O)(=O)c2ccc3c(c2)OCCO3)CC1,-30.1
COCCCN1C(=O)C(CC(=O)NC2CCCCC2)CC(C(=O)N2CCOCC2)=C1C (stereo not drawn),6.7
Cc1nccn1CC(=O)c1ccccc1,-4.7
O=C(C[C@H]1CC[C@H]2[C@@H](COC[C@@H](O)CN2Cc2cc(F)ccc2F)O1)NCc1ccc(Cl)cc1,-2.4
Cc1c(CCCC(=O)O)sc(N)c1C(=O)c1cccc(C(F)(F)F)c1,-14.5
O=C(Cn1cc(F)c(=O)[nH]c1=O)c1ccco1,-28.0
Nc1ncnc2c1ncn2[C@@H]1O[C@H](C(=O)N2CCCN(Cc3ccccc3F)CC2)[C@@H](O)[C@H]1O,27.6
O=C(C1CCCCC1)N1C[C@H](n2cc(C3CC3)nn2)[C@@H](O)C[C@@H]1c1ccccc1,-16.0
Cc1ccc(NC(=O)C2(C)CCN2Cc2csc3ccccc23)cc1 (stereo not drawn),?
COC(=O)[C@]1(Sc2ccc(OC)cc2)CC(=O)N[C@@H]1c1ccc(OC(C)C)c(OC)c1,-9.0
C[C@@H]1CCCCO[C@@H](CN(C)C(=O)CCCN(C)C)[C@@H](C)CN([C@H](C)CO)C(=O)c2cc(N(C)C)ccc2O1,-23.0
CC(=O)N1CCc2nc3ccccc3cc21,-6.6
O=C(N/N=C/c1ccc(Cl)cc1)c1ccc2nc[nH]c2c1,-17.9
Cc1ccc([C@H]2C[C@@H](O)[C@H](n3cc(COC(=O)c4ccccc4)nn3)CN2C(=O)C2CCCCC2)cc1,1.8
COc1ccc(C(C)(O)c2nc(-c3ccc(N(C)C)cc3)cs2)cc1 (stereo not drawn),?
CCn1c(SCC(=O)N(C)c2c(N)n(Cc3ccccc3)c(=O)[nH]c2=O)nnc1-c1cccs1,12.2
CC(C)CNc1ncnc2c1ncn2[C@H]1CN(CCN2CCOCC2)C[C@@H](CO)O1,-16.5
COC(=O)c1c(N)[nH]c(C(=O)c2ccccc2)c1-c1ccccc1Br,-8.4
OC(CSc1nnnn1-c1ccccc1)Cn1c2ccccc2c2ccccc21 (stereo not drawn),-11.7
CN(C)CCNC(=O)C1Cc2c(-c3ccccc3Oc3ccccc3)ccnc2O1 (stereo not drawn),-4.0
CC[C@]12CCN(CC3(O)CC3)[C@H](Cc3ccc(O)cc31)C2(C)C,48.9
O=[N+]([O-])c1ccc(NN=C2CC3CCC2C3)c([N+](=O)[O-])c1 (stereo not drawn),11.4
CC1(C)OC(=O)C2=C(C[C@@H](CCc3ccccc3)O[C@@H]2c2ccc(Cl)cc2)O1,-8.4
C(=NOCc1ccccc1)c1ccccn1,22.3
C[C@@H](O)C#Cc1ccc2c(c1)O[C@H](CN(C)C(=O)Nc1ccccc1)[C@@H](C)CN([C@@H](C)CO)S2(=O)=O,-9.0
Brc1ccc2nc(C3CCCCC3)c(CC3CCCCC3)n2c1,-25.7
CCCCN(C=O)c1c(CC)nc2ccc(C(=O)N(C)Cc3ccco3)cn12,-8.0
Cc1ccc(S(=O)(=O)NCc2ccccc2)cc1C(=O)NCc1ccncc1,-14.6
CC(=O)Nc1cccc(-c2ccnc3c2CC(C)(C(=O)NC(C)C)O3)c1 (stereo not drawn),27.0
COc1ccc([C@@H]2[C@@H](C(=O)N3CCOCC3)CC(=O)N2C(=O)/C=C/c2ccccc2)cc1,-29.0
COc1ccc(N)cc1NC(=O)CN1CCOCC1,-19.7
Cc1ccc(S(=O)(=O)Nc2ccc3c(c2)C(=O)N([C@@H](C)CO)C[C@@H](C)[C@@H](CN(C)C(=O)NC(C)C)OCCCC[C@H](C)O3)cc1,-26.2
COc1ccc(Cl)cc1Cn1c(C)c(C(=O)NCc2cccc(C(F)(F)F)c2)sc1=O,?
CCCCCCN1C[C@H](O)[C@@H](n2cc(-c3ccc(F)cc3)nn2)C[C@@H]1c1ccccc1,6.8
CCCS(=O)(=O)NC(=O)C1(C)CCCN(C(=O)c2ccc(C#N)cc2)C1 (stereo not drawn),-16.1
CC(c1ccccc1)n1ccnc1CO (stereo not drawn),-23.1
C[C@H]1CN([C@@H](C)CO)S(=O)(=O)c2ccc(Br)cc2O[C@H]1CN(C)C(=O)c1ccccc1F,-5.4
Cc1c(C(=O)N(C)Cc2ccc(F)cc2)sc(=O)n1Cc1ccccc1C#N,-18.9
COc1cccc(NC(=O)C2(C)CCN2Cc2ccc(OC)c3ccccc23)c1 (stereo not drawn),5.0
CCCNC(=O)C1(C)CCN(Cc2cc(C)n(C)n2)C1 (stereo not drawn),21.0
COc1cc(/C=N/N2CCN(Cc3ccccc3)CC2)cc(OC)c1OC,-23.0
CCCCCNC(=O)C(=O)C(=O)c1cc(OC)c(OC)c(OC)c1,17.6
CC(=O)Nc1cccc(-c2cc3c(c4c2ccn4C)C2CCC3O2)c1 (stereo not drawn),1.2
CCOC(=O)N1CCN(S(=O)(=O)N2CCCC(C(=O)NCc3ccccc3OCC)C2)CC1 (stereo not drawn),3.8
CC(=O)N1C[C@H]2CON(C)[C@H]2C[C@H]1c1ccc(-c2cccnc2)cc1,17.3
CC(C)CC1C(=O)N(Cc2cn(Cc3ccco3)nn2)CCS(=O)(=O)N1Cc1ccc(-c2ccc(Cl)cc2)cc1 (stereo not drawn),6.4
CN1CCN(c2ccc(CNC(=O)c3ccc(-c4ccnn4C)c4ccoc34)cc2)CC1,156.7
CCc1nc2c(OCCOc3ccc(F)cc3)cccn2c1N(C)C(=O)c1ccc(OC)cc1,-22.9
CC1=C(C(=O)N2CCOCC2)CC(CC(=O)NC2CC2)C(=O)N1Cc1ccc(F)cc1 (stereo not drawn),-7.6

# Random excerpt: 5 records from the list, in no set order.
SMILES,HCMV antiviral
COc1cccc(NC(=O)C2(C)CCN2Cc2ccc(OC)c3ccccc23)c1 (stereo not drawn),5.0
CCCNC(=O)C1(C)CCN(Cc2cc(C)n(C)n2)C1 (stereo not drawn),21.0
CC(=O)N1C[C@H]2CON(C)[C@H]2C[C@H]1c1ccc(-c2cccnc2)cc1,17.3
CC1=C(C(=O)N2CCOCC2)CC(CC(=O)NC2CC2)C(=O)N1Cc1ccc(F)cc1 (stereo not drawn),-7.6
Cc1c(C(=O)N(C)Cc2ccc(F)cc2)sc(=O)n1Cc1ccccc1C#N,-18.9

# (next part)
SMILES,HCMV antiviral
COC(=O)[C@H](CC(C)C)NC(=O)/C=C/[C@H]1O[C@@H](n2ccc(=O)[nH]c2=O)[C@H](O)[C@@H]1O,22.6
CC1(C)CCCC2(C)C(OCCO)=CC(=O)C=C12 (stereo not drawn),-38.4
CSc1ccc(/C=C/C(=O)OCC(=O)NC2CCCCCC2)cc1,-14.2
CCCC(C)(C)C(=O)N1CCC1(C)C(=O)Nc1cccc(OC)c1 (stereo not drawn),-0.2
CN1C[C@@H]2C[C@H]1CN2c1cc2c(cc1F)c(=O)c(C(=O)O)cn2C1CC1,12.6
CC1(C(=O)Nc2ccc(Cl)cc2)Cc2c(-c3ccc4c(c3)OCO4)ccnc2O1 (stereo not drawn),-28.1
Cc1[nH]c(=O)[nH]c(=O)c1NC(=O)c1ccccc1[N+](=O)[O-],-4.3
CCN(CC(=O)Nc1c(F)cccc1F)C(=O)CCCN1C(=O)c2cccc3cccc(c23)C1=O,12.3
CS(=O)(=O)c1ccc(C2=C(CNC(=O)c3cccs3)[C@H]3CC[C@@H](C2)N3Cc2ccco2)cc1,22.8
O=C(NN=Cc1c[nH]c2ccccc12)NN=Cc1c[nH]c2ccccc12,?
NC(Cc1ccc(Cl)cc1)c1csc(Nc2cnccn2)n1 (stereo not drawn),12.4
CC(C)(C)n1nnnc1C(c1ccccc1)N1CCN(c2ccccc2)CC1 (stereo not drawn),-1.4
CCCCNC(=O)C(=O)Nc1ccc2c(c1)N(S(=O)(=O)c1cccs1)CCC2,-16.7
COc1ccc(NC(=O)N(C)C[C@@H]2OCc3cnnn3CCCC(=O)N([C@H](C)CO)C[C@@H]2C)cc1,-2.0
